# M5 antag: antagonists of human muscarinic M5 receptor (CHRM5); P08912; CHO-hM5 cells, Fluo-8 calcium fluorescence, ACh EC80; inhibition, % at 3 µM; hit rate 0.59% among 360,000; AID 624040;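 active = inhibition above a per-plate cutoff, the mean of that plate's test compounds plus 3 SD, cut at about 27% in these data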;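 note: 0% = acetylcholine EC80 with DMSO and 100% = DMSO without agonist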
# Target sequence (P08912 whole entry, looked up): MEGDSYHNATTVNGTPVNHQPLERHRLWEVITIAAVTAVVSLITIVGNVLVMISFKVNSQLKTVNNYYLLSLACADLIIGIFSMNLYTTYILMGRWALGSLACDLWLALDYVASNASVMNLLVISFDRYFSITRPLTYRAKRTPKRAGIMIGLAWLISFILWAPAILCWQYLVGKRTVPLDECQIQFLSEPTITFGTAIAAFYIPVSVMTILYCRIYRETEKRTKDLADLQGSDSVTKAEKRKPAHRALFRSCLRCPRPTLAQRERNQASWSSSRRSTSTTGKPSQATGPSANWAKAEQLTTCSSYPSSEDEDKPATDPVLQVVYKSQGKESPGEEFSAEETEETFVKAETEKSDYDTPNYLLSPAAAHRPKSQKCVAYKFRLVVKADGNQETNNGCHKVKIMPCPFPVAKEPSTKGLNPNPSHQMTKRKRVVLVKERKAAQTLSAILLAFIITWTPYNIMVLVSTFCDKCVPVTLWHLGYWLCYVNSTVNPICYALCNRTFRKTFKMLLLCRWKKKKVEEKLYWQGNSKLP
# CHRM5 agonist: agonists of human muscarinic M5 receptor (CHRM5) | activation, % at 3 µM | CHO-K1 hM5 cells, Fluo-8 calcium fluorescence; 0% DMSO wells, 100% maximal acetylcholine response | AID 624037 | hit rate 0.19% among 360,000 | P08912;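 active = activation above the run's mean over test compounds plus 3 SD, cut at about 23% in these data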;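 note: signal is peak over basal fluorescence ratio across the kinetic read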
# CHRM5 PAM: potentiates acetylcholine response at human M5 receptor | AID 624038 | CHO-K1 hM5, Fluo-8 calcium, ACh EC20 PAM; 0% = ACh EC20, 100% = ACh EC100 | activation, % at 3 µM | hit rate 0.3% among 360,000;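 active = activation above the run cutoff, the mean activation of all test compounds plus 3 SD, cut at about 18% in these data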
#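 Assay system – human M5 receptor in CHO-K1 cells · Read-out – % activation, ACh-normalized · Technique – Fluo-8 calcium fluorescence · Dosing – single-point, 3 µM nominal · Incubation – Fluo-8 loading 80 min at 37 °C plus 30 min room temperature · Repeats – singlicate, one well per test compound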
# TAAR1 antagonist: human TAAR1 antagonism. Q96RJ0. CHO RD-HGA16 TAAR1, Fluo-8 calcium fluorescence, antagonist. inhibition, % at 3 µM. hit rate 1.5% among 360,000;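 active = inhibition above a per-plate cutoff, the mean inhibition of test compounds on that plate plus 3 SD, cut at about 49% in these data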;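 note: 0% = DMSO plus EC80 beta-PEA response and 100% = DMSO alone without agonist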
#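 Assay system: CHO-derived RD-HGA16 cells stably expressing human TAAR1 plus Gα16. Timing: 140 s kinetic read after compound, 140 s after agonist. Technique: kinetic Fluo-8 calcium fluorescence measurement. Measure: % inhibition of agonist calcium response.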
# CRFR2-BP antag: CRF-BP/CRF-R2 complex antagonism; HEK293 CRF-R2/CRF-BP, CRF-induced calcium fluorescence; inhibition, % at 11.8 µM; hit rate 0.59% among 350,000; AID 588475;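 active = inhibition of the ligand-induced calcium signal above about 50% at the single tested concentration, limit read from the data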
# CHRM4 PAM: positive allosteric modulators of human muscarinic M4 receptor. AID 624126. CHO-K1 hM4/Gqi5, Fluo-8 calcium fluorescence, ACh EC20; 0% = ACh EC20, 100% = maximal ACh. activation, % at 3 µM. P08173. hit rate 0.4% among 360,000;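 active = activation above its plate's cutoff, the mean activation of sample wells plus 3 SD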; note: some results filed as inactive read as strong as hits
# Target sequence (P08173 whole entry, looked up): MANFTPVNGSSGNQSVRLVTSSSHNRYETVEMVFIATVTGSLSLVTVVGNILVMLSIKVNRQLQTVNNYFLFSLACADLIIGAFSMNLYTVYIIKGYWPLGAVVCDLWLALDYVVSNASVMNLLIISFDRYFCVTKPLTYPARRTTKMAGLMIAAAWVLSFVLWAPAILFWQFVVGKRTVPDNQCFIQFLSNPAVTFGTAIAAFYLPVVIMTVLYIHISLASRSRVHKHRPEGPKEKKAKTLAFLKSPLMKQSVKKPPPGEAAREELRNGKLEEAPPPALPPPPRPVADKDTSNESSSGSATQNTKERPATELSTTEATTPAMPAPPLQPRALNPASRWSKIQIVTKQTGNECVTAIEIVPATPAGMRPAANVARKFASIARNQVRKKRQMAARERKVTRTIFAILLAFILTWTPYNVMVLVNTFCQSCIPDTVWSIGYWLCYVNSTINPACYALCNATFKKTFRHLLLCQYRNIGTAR
# TAAR1 agonist: human TAAR1 agonism | Q96RJ0 | CHO RD-HGA16 TAAR1, Fluo-8 calcium fluorescence; vehicle wells 0%, saturating PEA agonist 100% | activation, % at 3 µM | hit rate 0.99% among 360,000 | AID 624467;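 active = activation above the mean activation of all test compounds in the run plus 3 SD, cut at about 38% in these data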
#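 Assay system – CHO-derived RD-HGA16 cells with stable Gα16 and human TAAR1 · Compound dosing – one-point dosing at 3 µM (nominal) · Incubation – 17-24 h seeding, 75 min 37 °C dye, 30 min RT · Measured by – kinetic Fluo-8 calcium fluorescence · Control set – DMSO vehicle as 0%, PEA at EC100 as 100% · Repeats – single well for each compound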
# M1 PAM parental: counter-screen for M1 PAMs: effect in parental CHO-K1 cells; ATP EC20, Fluo-8 calcium fluorescence; 0% at ATP EC20, 100% at ATP max; activation, % at 3 µM; hit rate 0.02% among 360,000;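 active = activation above the run cutoff, the mean activation of all test compounds plus 3 SD, cut at about 40% in these data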;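 note: peak over basal fluorescence ratio in a 140 s read after ATP addition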
# CRFR2-BP ag: CRF-BP/CRF-R2 complex agonism. HEK293 CRF-R2/CRF-BP, calcium dye fluorescence (FLIPR); percent of saturating CRF peptide response. hit rate 0.46% among 350,000. activation, % at 13.2 µM;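 active = activation of at least 50%, plus an integration ratio under a set limit after plate pattern correction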;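 note: plate controls were neutral control wells without compound for no effect and CRF at EC100 for full effect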
# Numbers without * were called inactive; x = no result given.
SMILES,M5 antag,CHRM5 agonist,CHRM5 PAM,TAAR1 antagonist,CRFR2-BP antag,CHRM4 PAM,TAAR1 agonist,M1 PAM parental,CRFR2-BP ag
C[C@H](CO)N1C[C@H](C)[C@@H](CN(C)S(=O)(=O)c2ccc(F)cc2)Oc2ccc(NC(=O)CCN3CCOCC3)cc2C1=O,2,1,2,0,11,15,2,16,-0.6
CCOC(=O)c1sc(NN=C(C(=O)OC)C(=O)OC)c(C(=O)OCC)c1C,-2,0,1,-2,-24,1,2,-9,35
CC(C)C[C@H](NC(=O)c1[nH]cnc1C(=O)N[C@H](C)c1ccccc1)C(=O)OC(C)(C)C,-5,-4,2,12,-2,-2,-1,9,1.0
O=S(=O)(NC1CC1)c1ccccc1,-3,-1,-1,0,10,-4,3,7,-1.3
CCN1CCCC1CNCc1cccc(OC)c1OCc1ccccc1 (stereo unspecified),7,-9,-14,-14,-48,-9,2,21,12
Cc1ccc(C(=O)CSc2ccccc2C(=O)O)cc1,10,-4,1,-1,-5,4,0,-1,-2.4
O=C(COc1ccc(Cl)cc1)Nc1ccc2c(c1)OCO2,-8,-1,2,-2,0,3,-2,-4,0.4
COc1ccc(NC(=O)Cn2nc(C)c([N+](=O)[O-])c2C)cn1,13,1,-5,-4,5,-7,1,-4,0.7
Cc1cc(C)cc(NC(=O)C2CCCN(c3ncccn3)C2)c1 (stereo unspecified),0,-1,-2,-8,4,6,3,2,0.0
CCCCCC1CC(CC(=O)O)C(=O)O1 (stereo unspecified),3,-2,1,-11,19,-1,0,6,-1.8
Cc1ccc(NCCCn2cnc3c(OCc4ccccc4)ncnc32)cc1C,-4,-2,2,-14,-15,-1,0,19,0.8
COc1ccc(CCNC(=O)/C(C#N)=C/c2ccc(OCC(=O)NCC3CCCO3)cc2)cc1OC (stereo unspecified),10,3,-14,47,-16,-10,13,13,-1.4
O=S(=O)(N/N=C/c1ccc2c(c1)OCCO2)c1ccccc1,-3,-3,-3,9,6,5,11,13,-3.0
O=C(CSc1ccccc1C(=O)O)c1ccc([N+](=O)[O-])cc1,5,-3,-5,-10,4,-7,-1,8,1.4
Oc1c(CN2CCOCC2)cc(CN2CCOCC2)c(O)c1O,16,1,-3,-24,-17,3,4,11,1.6
CC(=O)c1ccccc1NS(C)(=O)=O,0,-3,0,-3,-5,3,1,8,-2.2
COc1ccc(CN2CCN(Cc3cc4ccccc4o3)CC2CCO)cc1C (stereo unspecified),5,-5,-2,-7,6,1,4,19,-1.0
O=C(NCc1cccs1)c1cnc2ccccn2c1=O,-3,3,3,x,-7,-6,x,-10,0.7
COc1cccc(NC(=O)CN(C)C(C)C(=O)NC(C)c2ccc(Cl)cc2Cl)c1 (stereo unspecified),-3,2,3,0,-12,0,3,7,-0.2
Cc1cc(C(=O)COC(=O)CC2Sc3ccccc3NC2=O)c(C)n1-c1cccc(C(F)(F)F)c1 (stereo unspecified),-5,-4,-6,26,8,-7,2,11,0.6
C#CCOCCOCCOCCNc1nc(N2CCN(C(=O)[C@H](CO)n3cc([C@@H](N)C(C)C)nn3)CC2)nc(N2CCN(C(=O)[C@H](CCC(=O)O)n3cc([C@@H](N)CCCCN)nn3)CC2)n1,1,0,-1,-30,7,2,4,-7,-2.0
Cc1ccc2nc(N3CCOCC3)c(C=O)c(=O)n2c1,3,-1,8,-38,-2,-1,2,8,0.5
CCOCCOC(=O)c1ccc(-n2cnc(C)n2)nc1,4,-2,-3,1,10,-2,4,23,-0.8
Clc1cccc(-c2nc3c4ccccc4ccn3c2Cc2ccccc2)c1,1,-3,-5,-36,x,-8,7,10,x
COC(=O)c1ccc(NC(=S)N2CCN(CCO)CC2)cc1,0,3,-1,-12,6,-2,5,-9,-0.8
CC1Cc2ccccc2N1S(=O)(=O)c1cccc(C(=O)NCc2ccccn2)c1 (stereo unspecified),8,3,-12,11,1,1,10,7,1.9
COCCN1C(=O)C(CC(=O)Nc2ccc(C(=O)O)cc2)SC1=Nc1ccccc1 (stereo unspecified),5,-2,-1,6,38,-3,1,0,-0.2
CC1(C(=O)Nc2ccc3c(c2)OCCO3)CSCC(=O)N1CCc1ccccc1F (stereo unspecified),-6,-1,-1,-12,x,2,22,x,x
O=C(Nc1ccc(N2CCOCC2)cc1)C1(c2ccc(Cl)cc2)CCC1,3,18,-2,27,-13,1,44*,27,13
Cn1c(CNC(=O)CCNC(=O)c2cccc(Br)c2)cc(=O)n(C)c1=O,0,-1,2,-22,-11,1,2,-23,3.4
CC(NC(=O)c1cccs1)c1ccccc1 (stereo unspecified),-10,2,13,-6,-6,-1,1,2,0.4
CCOC(=O)Cn1c(=O)oc2cc(S(=O)(=O)N(C)Cc3ccco3)ccc21,7,3,-6,8,14,1,2,17,1.3
CCc1nc(CNC(=O)C2CCC(=O)N(Cc3cccc(OC)c3)C2)no1 (stereo unspecified),10,-4,1,-32,-12,7,1,-13,-0.7
Cc1cc(Nc2ccccc2C(=O)O)n(-c2ccc([N+](=O)[O-])cc2)n1,5,1,2,-5,15,-9,-1,-18,-4.6
CC(C)(C)c1ccc(OCCCC(=O)Nc2ccc(S(N)(=O)=O)cc2)cc1,-1,2,0,1,1,-1,-1,19,1.4
COc1ccc2c(c1)Cc1sc(NC(=O)c3cccnc3)nc1-2,-6,2,-6,2,-63,7,2,15,0.2
Cc1ccc(NC(=O)c2cnccn2)cc1S(=O)(=O)N1CCCCCC1,28*,-2,-4,-2,19,3,1,-9,-0.7
COc1ccc(Cc2[nH]n3c(=O)cc(C(C)C)nc3c2-c2ccccc2)cc1,-7,-2,-3,-28,31,-4,13,11,31
O=C(Nc1ccccn1)C1CCN(C(=O)c2ccc(Cl)cc2)CC1,-3,2,-3,-2,-5,1,0,8,-2.1
Cc1ccc(N2C(=O)CCC2=O)c(C)c1,3,0,2,-16,-5,3,3,16,0.8
Cc1nn(C)cc1/C=N\NC(=O)c1ccc(Cn2cc(Cl)cn2)cc1,0,-3,5,10,43,1,1,3,-0.3
Cc1cc(C(=O)NCCC2=CCCCC2)c(C)o1,-8,1,4,-27,1,7,8,-15,-4.0
C#CC1(NC(=O)NS(=O)(=O)c2ccc(C)cc2)CCCCC1,7,-7,0,-13,-8,-6,1,-10,-7.8
Cc1cc(=O)[nH]c(Nc2cccc(C(F)(F)F)c2)n1,11,4,-12,7,6,8,18,12,-0.3
CCCC1=C(C(=O)OCC)C(c2ccc(O)cc2)n2ncnc2N1 (stereo unspecified),7,-4,-1,-3,7,12,4,23,-0.9
Cc1c(C)c2c(OCC(=O)NCc3cccnc3)cc3c(c2oc1=O)CCC(C)(C)O3,13,1,-7,-1,-5,0,1,0,-1.5
CC1=C(C(=O)OCc2ccccc2)C(c2ccc([N+](=O)[O-])cc2)NC(=O)N1CCCC(=O)O (stereo unspecified),9,1,-2,-6,0,6,6,0,-1.1
CC(C)Sc1nsc2nc(=O)c(/C=C3\C=Nc4ccccc43)c(N)n12,-8,-3,-2,15,19,8,-3,5,-0.3
Cc1cc(SCC(=O)Nc2ccc3[nH]c(=O)[nH]c3c2)nc2ccccc12,8,-3,-10,-12,4,2,0,-10,2.4
CCOC(=O)CC(=O)CSc1nnc2c(n1)[nH]c1ccccc12,0,0,4,-6,1,3,13,10,0.8
COc1ccc(-c2csc(NC(=O)c3ccc(OCC(=O)N4CCOCC4)c(OC)c3)n2)cc1,7,21,-14,31,10,-10,17,17,0.0
Cc1ccc2nc3c(cc(C(=O)NCC4CCCO4)c(=N)n3C3CCCC3)c(=O)n2c1 (stereo unspecified),1,-6,-1,2,-1,-3,-4,17,2.6
CC(NC(=O)c1ccc2nc(Cc3cccc(Cl)c3)oc2c1)c1ccncn1 (stereo unspecified),-2,1,0,-2,-28,7,7,11,-0.5
O=C(c1ccccn1)N(CC1CCCO1)C1(C(=O)NC2CCCCC2)CCCCC1 (stereo unspecified),3,-6,0,-9,11,5,10,7,0.3
O=C(Nc1ccc2nc(N3CCOCC3)sc2c1)c1ccccc1,19,2,-9,2,-4,3,-1,11,0.2
CN(C)S(=O)(=O)c1ccc(C(=O)Nc2ccc3ncccc3c2)cc1,-1,5,7,-11,-34,-3,3,16,2.1
CCNC(=O)CSc1nnc(C2CC2)n1-c1ccccc1,5,-3,-3,1,-13,7,-1,21,-0.8
CCCC1(c2ccccc2)NC(=O)N(CC(=O)Nc2sc(-c3ccccc3)cc2C(=O)OCC)C1=O (stereo unspecified),-7,-4,-3,-16,12,3,8,10,2.9
CCOC(=O)Nc1cccc2c1-c1ccc([N+](=O)[O-])cc1C2=O,14,5,-6,-25,4,1,1,16,5.3
C=C1CCN([C@H](C(=O)Nc2ccc(OC)cc2)C(C)C)S(=O)(=O)c2ccccc21,-4,-2,-1,14,-9,12,-1,13,-0.5

# Next part.
SMILES,M5 antag,CHRM5 agonist,CHRM5 PAM,TAAR1 antagonist,CRFR2-BP antag,CHRM4 PAM,TAAR1 agonist,M1 PAM parental,CRFR2-BP ag
COc1ccc(-c2noc(C3CCCN(C(=O)Nc4ccccc4)C3)n2)cc1 (stereo unspecified),3,-6,1,8,-8,9,1,20,0.2
CC(NC(=O)CCCOc1ccc(Cl)cc1)c1ccccc1 (stereo unspecified),2,-4,-1,-6,9,6,2,10,-2.7
CC(C1CC1)N(C(=O)c1ccccc1[N+](=O)[O-])c1ccccc1 (stereo unspecified),11,-12,0,-24,1,-4,-2,-13,-2.5
O=C(/C=C/c1ccco1)Nc1cccc(-c2nc3ccccc3[nH]2)c1,4,3,-14,39,-11,-10,13,-7,-6.1
CCn1c(SCC(=O)N2CCN(C)CC2)nc2c1c(=O)n(C)c(=O)n2C,6,-4,9,-2,-1,2,-2,13,0.5

# Nothing new here: an excerpt of the list.
SMILES,M5 antag,CHRM5 agonist,CHRM5 PAM,TAAR1 antagonist,CRFR2-BP antag,CHRM4 PAM,TAAR1 agonist,M1 PAM parental,CRFR2-BP ag
CCCC1(c2ccccc2)NC(=O)N(CC(=O)Nc2sc(-c3ccccc3)cc2C(=O)OCC)C1=O (stereo unspecified),-7,-4,-3,-16,12,3,8,10,2.9
CCOC(=O)Nc1cccc2c1-c1ccc([N+](=O)[O-])cc1C2=O,14,5,-6,-25,4,1,1,16,5.3
C=C1CCN([C@H](C(=O)Nc2ccc(OC)cc2)C(C)C)S(=O)(=O)c2ccccc21,-4,-2,-1,14,-9,12,-1,13,-0.5
COc1ccc(-c2noc(C3CCCN(C(=O)Nc4ccccc4)C3)n2)cc1 (stereo unspecified),3,-6,1,8,-8,9,1,20,0.2
CC(NC(=O)CCCOc1ccc(Cl)cc1)c1ccccc1 (stereo unspecified),2,-4,-1,-6,9,6,2,10,-2.7

# Screens (PubChem)

# No enrichment for hits; about 4.2% have a hit in one of these screens.
